SENP8 block: blocks the human protease SENP8. Q96LD8. purified SENP8, Z-RLRGG-aminoluciferin cleavage, luminescence. inhibition, % at 10 µM. 330,000 compounds, 1.2% hits. AID 2540
Target sequence (Q96LD8 whole entry, looked up): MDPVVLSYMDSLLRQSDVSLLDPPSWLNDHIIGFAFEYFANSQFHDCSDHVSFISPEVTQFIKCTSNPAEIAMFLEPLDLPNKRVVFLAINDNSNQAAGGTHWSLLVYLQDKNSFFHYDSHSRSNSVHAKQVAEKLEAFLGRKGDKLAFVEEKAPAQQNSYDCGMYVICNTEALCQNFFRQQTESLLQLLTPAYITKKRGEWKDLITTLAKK
697 NFkB inh: inhibitors of the PMA/ionomycin-induced NF-kB reporter in 697 B cells; 697 B-cell NF-kB luciferase reporter, 16 h; inhibition, % at 4 µM; 330,000 compounds, 0.33% hits; AID 435022; in the data active means inhibition above about 35%
Gli-Sufu antag: Gli-Sufu pathway antagonism. Sufu-KO-LIGHT fibroblasts, Gli luciferase reporter luminescence. 340,000 compounds, 0.74% hits. inhibition, % at 5 µM;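 active means inhibition above about 55%, limit read from the data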;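 further: 0% = DMSO-treated cells and 100% = wells with medium but no cells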
Apaf1 inhib: human Apaf-1 inhibition; 330,000 compounds, 0.71% hits; reconstituted apoptosome caspase-3 activity, DEVD-Rh110 fluorescence; O14727; inhibition, % at 20 µM; active means inhibition of at least 40% at 20 µM;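 further: plate controls were DMSO wells for no effect and DEVD-CHO caspase inhibitor wells for full effect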
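Material: biochemical Apaf-1 apoptosome reconstitution. Medium: Hepes buffer, pH 7.5. Also added: cytochrome c activation, bis-DEVD rhodamine 110 substrate. Timing: 30 min compound preincubation, 50 min activation, room temperature. Measured by: rhodamine 110 fluorescence at Ex 480/Em 540 nm.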
UBC13 polyUb: inhibitors of human UBC13 polyubiquitin chain formation. AID 485273. inhibition, % at 20 µM. 330,000 compounds, 0.47% hits. P61088. TR-FRET; in the data active means inhibition above about 45%, passing the limit was not always enough; inconclusive means no clear call, values can overlap the other calls
EBI2 block: blocks human EBI2 receptor beta-arrestin signaling; EBI2 beta-arrestin recruitment, luminescence, 7a,25-OHC stimulated; 360,000 compounds, 0.81% hits; P32249; inhibition, % at 5 µM; in the data active means inhibition above about 38%;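 further: enzyme fragment complementation signal reports receptor beta-arrestin coupling in cells; 0% = agonist plus DMSO wells and 100% = wells without agonist; some results beyond the cut were filed as inactive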
Target sequence (P32249 whole entry, looked up, the tested form may be a part): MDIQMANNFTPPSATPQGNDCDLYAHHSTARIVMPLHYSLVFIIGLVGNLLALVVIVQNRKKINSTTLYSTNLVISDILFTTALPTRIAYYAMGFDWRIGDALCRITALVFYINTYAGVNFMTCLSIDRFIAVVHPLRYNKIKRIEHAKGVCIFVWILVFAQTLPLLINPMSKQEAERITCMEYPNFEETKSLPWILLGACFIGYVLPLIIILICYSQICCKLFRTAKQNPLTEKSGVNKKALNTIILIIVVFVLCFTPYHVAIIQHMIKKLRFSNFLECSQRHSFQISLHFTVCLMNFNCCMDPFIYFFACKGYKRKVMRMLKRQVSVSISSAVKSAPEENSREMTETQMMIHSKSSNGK
Jurkat NFkB inh: lowers PMA/ionomycin-induced NF-kB signal in Jurkat cells; PMA/ionomycin-induced NF-kB luciferase reporter, luminescence; inhibition, % at 4 µM; 330,000 compounds, 0.53% hits
CCR6 antag: CCR6 (human) receptor antagonism; P51684; CHO-K1 CCR6 PathHunter beta-arrestin, luminescence, CCL20-stimulated; inhibition, % at 20 µM; 340,000 compounds, 0.49% hits; AID 493098;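 active means compounds whose inhibition of the agonist-driven luminescence signal at 20 µM reaches about 50%, limit read from the data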;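 further: cells stimulated with CCL20 at 14 nM final; plate controls were DMSO with CCL20 for no effect and DMSO without agonist for full effect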
Target sequence (P51684 whole entry, looked up): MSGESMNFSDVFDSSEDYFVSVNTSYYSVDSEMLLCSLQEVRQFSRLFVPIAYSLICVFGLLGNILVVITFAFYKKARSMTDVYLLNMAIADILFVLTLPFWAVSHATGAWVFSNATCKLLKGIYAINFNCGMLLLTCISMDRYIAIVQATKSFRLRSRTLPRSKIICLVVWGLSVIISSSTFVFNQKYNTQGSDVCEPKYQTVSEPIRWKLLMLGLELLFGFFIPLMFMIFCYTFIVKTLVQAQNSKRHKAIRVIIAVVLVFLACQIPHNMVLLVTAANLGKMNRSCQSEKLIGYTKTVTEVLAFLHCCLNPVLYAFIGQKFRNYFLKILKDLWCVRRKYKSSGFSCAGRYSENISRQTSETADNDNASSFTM
An asterisk follows results filed as active; ? = inconclusive; nt = no result given. Unless noted, no stated cut-off is given here; in the data, active means inhibition above about 50%; inactive means the rest.

SMILES	SENP8 block	697 NFkB inh	Gli-Sufu antag	Apaf1 inhib	UBC13 polyUb	EBI2 block	Jurkat NFkB inh	CCR6 antag
Cc1ccc(S(=O)(=O)N2C3C=CC(C3)C2C(=O)O)cc1 (stereo not drawn)	0	13	-4	-11	-3	-4	-5	4
CCOC(=O)c1ccccc1NC(=O)CSc1nc(N)cc(=O)[nH]1	-3	6	4	-15	8	-3	6	9
O=C(C1=C[C@H](C2CC2)C[C@H](OCCCCO)O1)N1CCN(Cc2ccccc2)CC1	-9	15	21	1	0	4	18	5
CCNS(=O)(=O)c1ccc(CCC(=O)Nc2ccc(C(=O)OC)cc2)cc1	2	4	-1	6	7	-5	-13	24
O=c1[nH]n(-c2ccc(Cl)cc2)c2ncccc12	-19	7	6	9	0	-1	-2	-9
COC(C(=O)Nc1cccc([N+](=O)[O-])c1)c1ccccc1 (stereo not drawn)	4	5	2	-2	-4	-5	5	15
CCCCn1c(SCC(=O)N2CCC(C)CC2)nc2ccsc2c1=O	-14	-23	14	20	9	-6	-3	21
Cc1ccc(C(=O)OC(C)CN2C(C)CCCC2C)cc1 (stereo not drawn)	3	-6	5	0	5	-2	-1	9
O=C(NC(=S)Nc1ccc2oc(=O)ccc2c1)c1ccccc1F	-1	7	3	-3	-5	6	-7	19
CC(=O)NNc1ncnc2c1cnn2-c1ccccc1	2	3	57*	-2	-14	-9	10	4
COc1ccc(C(=O)NCCc2nnc3ccc(SCC(=O)N4CCOCC4)nn23)cc1	-16	0	2	3	2	-2	-1	5
O=C(c1cnn2c(C(F)(F)F)cc(-c3cccs3)nc12)N1CCN(Cc2ccccc2)CC1	-4	3	1	13	10	-2	4	4
O=C(NC1CCCC1)C(c1ccccc1)N(C(=O)c1ccco1)C1CCCC1 (stereo not drawn)	4	22	10	10	0	1	0	-26
Cc1ccc2cc(CN(Cc3ccco3)C(=S)NCC3CCCO3)c(=O)[nH]c2c1C (stereo not drawn)	-2	0	2	13	6	4	1	7
NS(=O)(=O)c1ccc(CCNC(=O)c2ccc(OCC3CCCO3)cc2)cc1 (stereo not drawn)	-6	-8	-5	1	-4	-2	-21	-1
Cc1ccc(S(=O)(=O)N2CCN(C(=O)CN3CCCC3)C2)cc1	8	9	5	-10	2	-7	10	-8
CCS(=O)(=O)N1N=C(c2cccc(NS(C)(=O)=O)c2)CC1c1ccc(C)cc1 (stereo not drawn)	-6	-14	-4	-8	11	-3	1	11
CN(C)CCCNC(=O)N1c2ccccc2Sc2ccccc21	3	-6	6	-14	-3	-2	3	-6
CC(=O)c1ccc(OCCCC(=O)NC2CCC(C)CC2)cc1 (stereo not drawn)	4	12	17	-1	2	6	8	5
CCCSc1nc(=O)n2cc(C)ccc2n1	3	-6	-19	-19	6	-3	-3	-14

Single values from the entries so far.
O=C(NC1CCCC1)C(c1ccccc1)N(C(=O)c1ccco1)C1CCCC1 (stereo not drawn) in 697 NFkB inh is listed with 22
CC(=O)NNc1ncnc2c1cnn2-c1ccccc1 in SENP8 block is listed with 2
O=C(NC(=S)Nc1ccc2oc(=O)ccc2c1)c1ccccc1F in CCR6 antag is listed with 19
COC(C(=O)Nc1cccc([N+](=O)[O-])c1)c1ccccc1 (stereo not drawn) in Jurkat NFkB inh is listed with 5
Cc1ccc(S(=O)(=O)N2C3C=CC(C3)C2C(=O)O)cc1 (stereo not drawn) in SENP8 block is listed with 0

Further entries.
SMILES	SENP8 block	697 NFkB inh	Gli-Sufu antag	Apaf1 inhib	UBC13 polyUb	EBI2 block	Jurkat NFkB inh	CCR6 antag
Cc1cccc(C(=O)Nc2ccc(NC(=O)Cc3ccc(Cl)cc3)cc2)c1	-14	-7	0	-12	-3	-11	0	-4
COc1ccc(C(=O)C2CCCN(C(=O)Cn3cncn3)C2)cc1OC (stereo not drawn)	3	0	-7	8	0	7	3	0
COc1ccc(C2CC(c3cccs3)=NN2C(=O)CSc2nc(=O)n3ccccc3n2)cc1 (stereo not drawn)	1	-45	80*	27	-13	38	-9	5
CN(C)P(=O)(Nc1cccc2ccccc12)Nc1cccc2ccccc12	-4	-15	51	2	16	6	6	-2
Cc1cc(C)cc(N(C(=O)c2cccs2)C2C=CS(=O)(=O)C2)c1 (stereo not drawn)	-12	7	-12	-17	7	1	6	2
Cc1csc(SC(C)C(=O)NCC2CCCO2)n1 (stereo not drawn)	-5	5	-6	-6	-1	-12	-4	-2
CCC1(C)Cc2c(sc3nc(SCC(=O)c4ccccc4)[nH]c(=O)c23)CO1 (stereo not drawn)	-19	21	11	10	-5	-4	-7	16
COc1ccc(S(=O)(=O)Nc2ccc3c(c2)CC(=O)N([C@H](C)CO)C[C@H](C)[C@H](CN(C)C(=O)Nc2ccc4c(c2)OCO4)O3)cc1	-1	11	-6	5	17	-12	10	10
Cc1ccc(NC(=S)Nc2ccc(S(=O)(=O)Nc3ncccn3)cc2)cc1Cl	5	16	nt	-14	8	nt	9	nt
O=C1S/C(=C\c2ccc(O)c([N+](=O)[O-])c2)C(=O)N1c1ccccc1Cl	-8	5	0	14	-79	4	5	30
O=C(N/C(=C/c1cccnc1)C(=O)N1CCOCC1)c1ccccc1Cl	-1	12	-2	-17	4	-10	-8	-2
Cc1ccc2nc(CCl)[n+]([O-])c(-c3ccccc3)c2c1	-6	-4	12	3	-6	-6	2	0
CCCCCNc1c(C(=O)OCC)c(=O)[nH]c2ccccc12	-6	-9	4	6	-9	-19	9	-3
CCOC(=O)c1c(NC(C)=O)sc(/C(C)=N/Nc2ccc(C(=O)O)cc2)c1C	-3	28	5	1	0	-2	-1	9
CCCNS(=O)(=O)c1ccc2c(c1)n(C)c(=O)n2C	-8	11	5	5	-1	-1	-9	-2
CCOCC(=O)Nc1nc2ccc(OCC)cc2s1	37	-118	-97	-6	5	0	-88	-9
CCn1c(SCC(=O)N2CCOCC2)nc2c([nH]c3ccccc32)c1=O	1	2	10	-2	11	-1	28	12
COc1ccc(N(C(=O)c2ccco2)C(C(=O)NC2CCCC2)c2ccc(C)cc2)c(OC)c1 (stereo not drawn)	2	-1	4	6	0	12	10	12
O=C(CCn1nc(-c2ccccc2)c2ccccc2c1=O)NN1CCOCC1	4	-3	-1	1	-2	7	-13	-4
Cc1ccc(CSc2nnc(-c3cccnc3)o2)cc1	-7	10	-29	9	-15	-3	-8	1

Entries of single compounds, quoted from the list. Order of screens: SENP8 block, 697 NFkB inh, Gli-Sufu antag, Apaf1 inhib, UBC13 polyUb, EBI2 block, Jurkat NFkB inh, CCR6 antag
Listed for `CCCSc1nc(=O)n2cc(C)ccc2n1` : 3, -6, -19, -19, 6, -3, -3, -14
Listed for `NS(=O)(=O)c1ccc(CCNC(=O)c2ccc(OCC3CCCO3)cc2)cc1` (stereo not drawn) : -6, -8, -5, 1, -4, -2, -21, -1
Listed for `O=C(NC1CCCC1)C(c1ccccc1)N(C(=O)c1ccco1)C1CCCC1` (stereo not drawn) : 4, 22, 10, 10, 0, 1, 0, -26
Listed for `O=C(N/C(=C/c1cccnc1)C(=O)N1CCOCC1)c1ccccc1Cl` : -1, 12, -2, -17, 4, -10, -8, -2

Other structures follow.
SMILES	SENP8 block	697 NFkB inh	Gli-Sufu antag	Apaf1 inhib	UBC13 polyUb	EBI2 block	Jurkat NFkB inh	CCR6 antag
COc1cc(/C=C2/NC(=O)NC2=O)cc(Br)c1OCc1ccc(C(=O)O)cc1	5	9	1	-3	-8	-9	9	18
COC(=O)c1cc2ccsc2n1CC(=O)Nc1cc(Cl)ccc1OC	-9	-46	-1	-12	7	13	46	9
Cc1cc(C)n(S(=O)(=O)Cc2ccccc2)n1	11	16	0	-14	4	-13	5	5
CCc1cc(=O)oc2c(CNCc3ccc(OC)cc3OC)c(O)c(Cl)cc12	-3	1	3	-1	12	-12	-7	4
CCC1CCCCN1C(=O)c1ccccc1OC1CCN(S(C)(=O)=O)CC1 (stereo not drawn)	-2	-8	4	-12	2	0	-15	11
CCOC(=O)CN(C#N)c1nc(C)cc(C)n1	7	-1	-3	-1	4	-10	-6	-3
C/C(Cl)=C\Cn1c(N2CCCC2)nc2c1c(=O)[nH]c(=O)n2C	5	1	-11	-2	4	-6	21	1
COc1cc2nc(CN3CCOCC3)n(CC(=O)NCC(F)(F)F)c(=O)c2cc1OC	1	9	5	-9	1	-2	5	-3
CCc1nnc(NC(=O)[C@@H]2CCCN2S(=O)(=O)c2ccc3c(c2)OCCO3)s1	3	8	1	4	4	-2	-9	3
COCCN(C(=O)c1cccc(-n2cnnn2)c1)c1c(N)n(CC(C)C)c(=O)[nH]c1=O	13	1	3	1	2	-5	10	10
COc1ccc(C(=O)[C@@H]2CC[C@](C)(C(=O)O)C2(C)C)cc1	2	1	-8	-6	1	-7	11	-7
O=c1[nH]c(C2CCN(S(=O)(=O)c3cccc(C(F)(F)F)c3)CC2)nc2c1nnn2Cc1cccc(F)c1	0	-25	27	22	5	-1	9	-12
O=S(=O)(c1ccccc1)n1nc(-c2ccccc2)nc1NCc1ccco1	0	-28	-12	12	0	-10	-27	14
COc1ccc(S(=O)(=O)NN=C2CCCC2)cc1	2	4	5	1	-14	-3	-37	-2
COc1ccc(C(=O)Nc2ccccc2C(=O)NC(C(=O)NCc2ccco2)C(C)C)cc1 (stereo not drawn)	4	-1	0	6	-9	-6	4	0
COc1ccc(CN2CCC(Oc3ccc(C(=O)N4CCCC4)cc3)CC2)c(F)c1	-1	-16	7	-12	3	-5	11	-3
COc1cc2c(cc1OC)C(Cc1ccc(O)cc1)N(C)CC2 (stereo not drawn)	-1	9	4	-1	2	-10	10	-11
COc1cccc(NC(=S)NCc2ccc(F)cc2)c1	-7	-9	-18	14	-4	-8	-5	6
COc1ccc(-c2nn(CCC(=O)O)cc2/C=N/NC(N)=S)cc1	-5	7	2	-13	22	-11	9	0
Cc1cc(C)cc(N2C(=O)c3nccnc3C2=O)c1	-1	9	-2	-2	10	-29	1	6
CC(=O)c1ccc(N2C(=O)[C@@H]3[C@H](C2=O)[C@H]2c4ccccc4C=NN2[C@@H]3C(C)=O)cc1	-5	2	0	-7	-11	-14	-6	-1
COC(=O)c1nnn(-c2nonc2N)c1CSCCO	-6	0	-3	-2	-4	-19	-12	4
Cc1cccc(C)c1NCC(=O)N1CCN(Cc2ccccc2)CC1	-7	14	-2	2	1	0	1	5
COc1ccc(S(=O)(=O)Nc2cccc3c2O[C@H](CN(C)Cc2ccccc2)[C@@H](C)CN([C@H](C)CO)C3=O)cc1	-7	-2	15	53*	-5	3	-14	-2
COc1ccc2c(-c3ccc(SC)cc3)c(-c3ccc(S(C)(=O)=O)cc3)sc2c1	-2	24	3	15	?	20	17	5
COc1ccc(C(=O)N/C(=C\c2cn(S(=O)(=O)N(C)C)c3ccccc23)C(=O)N2CCN(C)CC2)cc1	13	12	8	12	-3	-2	-7	2
CC(C)c1ccc(NC(=O)C(c2ccc3c(c2)OCO3)N2CCC3(CC2)OCCO3)cc1 (stereo not drawn)	6	3	3	19	2	-6	9	2
Cc1ccc(N2CCN(C(=O)c3ccccc3F)CC2)c(C)c1	0	0	1	1	5	-20	5	0
CCCn1nc(C(=O)NNC(=O)CCCOc2ccc(OC)cc2)c2ccccc2c1=O	-10	-21	2	14	2	-4	-16	7
CC(=O)Nc1ccc(S(=O)(=O)NCC2CCC(C(=O)NCCCN3CCCC3=O)CC2)cc1 (stereo not drawn)	4	13	9	-2	7	-5	-7	-3
C/C(=N\NC(=O)c1c(Cl)c(C)nn1C)c1cccc(NC(=O)C2CCCC2)c1	8	-39	-10	2	-10	4	4	3
Cc1ccc(S(=O)(=O)N(CC(O)CN2CCCCC2)c2cccc([N+](=O)[O-])c2)cc1 (stereo not drawn)	7	-6	8	3	-4	3	-10	12
O=C(CCC1CCCC1)Nc1ccc([N+](=O)[O-])cn1	-14	4	-49	4	-15	11	-19	15
CC(C)CCNC(=O)CN(C)S(=O)(=O)c1cccc2nsnc12	-4	3	5	-2	0	-3	3	-5
CCCc1ccc(S(=O)(=O)N(C)S(=O)(=O)c2ccc(F)cc2)cc1	8	6	-4	11	3	9	6	9
Cc1cc(COc2ccccc2)oc1C(=O)O	97*	-79	13	-7	-4	0	-20	2
O=C(c1cccc(-n2cccc2)c1)N1CCN(S(=O)(=O)c2ccc(F)cc2)CC1	-2	-49	-28	25	-11	-5	8	15
CC(=O)c1ccccc1OCCn1nc(C(=O)O)c2ccccc2c1=O	-1	-5	-18	9	-3	2	-5	18

The list is partial (hit frequency here may not be typical).
